Source: PubChem (several laboratories)
SR-BI DiI inh: inhibitors of mouse SR-BI mediated HDL lipid uptake; ldlA[mSR-BI] CHO cells, DiI-HDL uptake fluorescence, 3 h; Q61009; 320,000 compounds, 0.96% hits; inhibition, % at 12.5 µM;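 active = mean replicate inhibition of at least 70% and a set share of replicates each scoring 70 or more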;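 also: 0% = median of neutral control wells and 100% = median of positive control wells; values of inactives mirror those of a sister screen read the other way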
MITF TRPM1 HTS: activators of MITF-driven TRPM1 promoter activity in SK-MEL-5 cells | SK-MEL-5 TRPM1-promoter luciferase, 24 h; % of positive control, neutral wells = 0 | activation, % at 12.5 µM | 300,000 compounds, 0.75% hits | AID 588334;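 active = mean activation of at least 80% with every replicate also reaching 80%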;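 also: 0% = neutral control wells and 100% = parthenolide positive control wells; values of inactives mirror those of a sister screen read the other way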
Wnt act: activates Wnt/beta-catenin signaling in a reporter cell assay; activator, plate reader; activation, % at 9.35 µM; 300,000 compounds, 1.2% hits; in the data active = activation above about 30%, passing the limit was not always enough;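 also: 0% = neutral control wells and 100% = positive control wells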
PvdQ inh: blocks Pseudomonas aeruginosa PvdQ acylase activity. purified PvdQ acylase, fluorescence plate reader. 340,000 compounds, 0.063% hits. inhibition, % at 10 µM; in the data active = inhibition above about 30%, passing the limit was not always enough;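 also: 0% = vehicle neutral wells and 100% = reference inhibitor wells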
HTR5A inv ctr: counter-screen for OPRM1-OPRD1 inverse agonists: human HTR5A inverse agonism; 340,000 compounds, 0.083% hits; AID 504634; inhibition, % at 9.3 µM; HTR5A cell line, luminescence; in the data active = inhibition mostly above about 23%, no sharp cut-off; inactive = mostly below about 18%;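 also: 0% = cells with DMSO and 100% = no-cell wells with DMSO; some compounds called inactive have numbers as strong as hits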
CDK5 inh: blocks human CDK5/p35 kinase activity; 330,000 compounds, 0.01% hits; Recombinant CDK5/p35, ADP-Glo luminescence, 60 min; inhibition, % at 10 µM; AID 488839;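 active = highest replicate inhibition of at least 50% and at least 75% of replicates reaching 50%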;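 also: plate controls were DMSO neutral control for no effect and GW8510 at 10 µM for full effect; many of its hits are not listed in these tables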
NSD2 inh: NSD2 (human) methyltransferase inhibition; NSD2 peptide methylation, AlphaScreen, 120 min; inhibition, % at 12.5 µM; 310,000 compounds, 0.54% hits; AID 743445; in the data active = inhibition above about 50%
Target sequence (O96028 whole entry, looked up): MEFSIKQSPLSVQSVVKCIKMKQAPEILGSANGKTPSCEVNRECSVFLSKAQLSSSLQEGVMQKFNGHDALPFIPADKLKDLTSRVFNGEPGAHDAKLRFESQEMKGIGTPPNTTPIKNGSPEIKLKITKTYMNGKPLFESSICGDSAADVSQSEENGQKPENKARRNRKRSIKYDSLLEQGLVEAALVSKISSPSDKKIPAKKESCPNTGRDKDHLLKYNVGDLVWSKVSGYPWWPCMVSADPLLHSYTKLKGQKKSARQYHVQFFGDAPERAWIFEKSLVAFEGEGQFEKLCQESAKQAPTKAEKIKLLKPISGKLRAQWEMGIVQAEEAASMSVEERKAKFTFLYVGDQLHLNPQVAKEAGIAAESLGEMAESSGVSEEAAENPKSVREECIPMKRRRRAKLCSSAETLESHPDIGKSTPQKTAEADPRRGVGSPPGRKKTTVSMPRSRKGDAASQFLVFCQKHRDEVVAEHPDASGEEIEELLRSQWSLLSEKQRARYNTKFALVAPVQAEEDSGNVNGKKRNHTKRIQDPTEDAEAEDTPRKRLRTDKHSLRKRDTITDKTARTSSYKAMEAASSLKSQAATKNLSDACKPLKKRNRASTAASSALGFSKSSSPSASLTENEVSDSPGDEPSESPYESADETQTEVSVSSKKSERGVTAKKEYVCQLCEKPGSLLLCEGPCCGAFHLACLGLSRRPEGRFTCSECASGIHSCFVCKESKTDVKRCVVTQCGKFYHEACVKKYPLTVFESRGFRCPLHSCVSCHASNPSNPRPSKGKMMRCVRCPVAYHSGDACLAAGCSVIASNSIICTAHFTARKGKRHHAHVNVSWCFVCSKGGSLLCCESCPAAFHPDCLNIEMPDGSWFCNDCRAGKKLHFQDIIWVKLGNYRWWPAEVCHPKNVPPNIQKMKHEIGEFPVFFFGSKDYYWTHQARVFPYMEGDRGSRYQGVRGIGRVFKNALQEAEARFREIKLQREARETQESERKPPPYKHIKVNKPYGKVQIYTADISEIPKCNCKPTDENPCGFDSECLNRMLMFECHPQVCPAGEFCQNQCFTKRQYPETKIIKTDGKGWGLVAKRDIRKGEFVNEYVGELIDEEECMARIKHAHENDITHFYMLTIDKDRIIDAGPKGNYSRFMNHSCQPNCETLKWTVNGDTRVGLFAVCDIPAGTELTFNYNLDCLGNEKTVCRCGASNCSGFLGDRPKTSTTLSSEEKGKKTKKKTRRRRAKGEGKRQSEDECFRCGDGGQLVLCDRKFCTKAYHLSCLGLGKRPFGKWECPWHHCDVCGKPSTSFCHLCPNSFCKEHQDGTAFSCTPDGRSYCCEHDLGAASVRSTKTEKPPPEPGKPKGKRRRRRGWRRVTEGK
dFosB activator: activators of mouse delta FosB homodimer | P13346 | 340,000 compounds, 0.99% hits | activation, % at 25 µM | AID 493131 | purified delta FosB, TAMRA-CDK5 oligo fluorescence polarization; percent of positive-control signal above neutral wells;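 active = mean activation above about 17%, with every replicate also reaching it, limit read from the data, passing the limit was not always enough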;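 also: fluorescence polarization rise as delta FosB binds a TAMRA Cdk5 AP-1 oligo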
HTR5A ag ctr: activates human HTR5A in OPRM1-OPRD1 agonist counter-screen; 340,000 compounds, 0.61% hits; activation, % at 9.3 µM; HTR5A agonist assay, luminescence, cell-based; in the data active = activation mostly above about 9.5%, no sharp cut-off; inactive = mostly below about 7.6%;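 also: 0% = cells with vehicle only and 100% = reference agonist; strong numbers were not always called active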
V-ATPase pHluor: alters yeast V-ATPase proton transport; S. cerevisiae, pHLuorin cytosolic pH fluorescence; response, % at 10 µM; 350,000 compounds, 0.37% hits; AID 504577; in the data active = response mostly above about 7.3%, no sharp cut-off; inactive = mostly below about 5.4%; also: actives read high; inactives centre near 0; some compounds called inactive have numbers as strong as hits; reference of the scale not given here
Starred values were filed as active, the others as inactive; / = no result given.

SMILES	SR-BI DiI inh	MITF TRPM1 HTS	Wnt act	PvdQ inh	HTR5A inv ctr	CDK5 inh	NSD2 inh	dFosB activator	HTR5A ag ctr	V-ATPase pHluor
Cn1c(N2CCCC2)nc2c1c(=O)n(Cc1ccc(F)cc1)c(=O)n2C	17	/	-2	-3	9	-0.7	-4	2	0	2
CCC(C)NC(=O)c1ccccc1NC(=O)C(C)N(c1ccccc1)S(C)(=O)=O (centres undefined)	-8	-2	6	-1	-8	-0.9	32	-5	1	7
O=c1[nH]c2cc([N+](=O)[O-])ccc2c2ccc([N+](=O)[O-])cc12	-8	-1	0	-21	-24	1.8	11	-9	6	1
O=C(Nc1ccccc1N1CCCC1)c1ccc2c(c1)OCO2	55	/	-1	-7	-5	-0.2	4	5	5	2
N=c1c(S(=O)(=O)c2ccccc2)cc2c(=O)n3ccccc3nc2n1CCCN1CCOCC1	/	19	-2	-15	-2	0.0	3	-10	1	9
CCC(=O)N1N=C(c2ccccc2)CC1c1ccc([N+](=O)[O-])cc1 (centres undefined)	12	-2	-4	-6	16	-1.2	2	-2	-1	1
CCN(CC)CCNC(=O)C1(O)c2cc(Br)ccc2NC(=O)N1c1c(F)cccc1F (centres undefined)	-7	1	-2	-16	-24	1.7	12	2	6	1
CCC(C)Sc1nc2c(c(=O)[nH]c(=O)n2C)n1CCc1ccccc1 (centres undefined)	/	0	-1	-10	-5	-0.4	/	-20	2	-2
Cc1ccc(-n2ncc3c(NCc4ccccc4)ncnc32)cc1	-5	47	/	-17	-25	0.7	-3	-3	-5	/
O=C(CSc1ccc([N+](=O)[O-])cn1)Nc1ccccc1N1CCOCC1	5	4	-1	-19	12	-1.7	5	0	2	1
CN1CCN(S(=O)(=O)Cc2ccc(Cl)cc2)CC1	-31	/	-4	-20	2	-0.5	-6	7	-1	0
CCOc1ccc(NC(=O)CCC(=O)NNC(=O)COc2ccccc2C)cc1	23	14	2	-11	/	1.0	-2	-2	/	0
COc1ccc(S(=O)(=O)NN=C2CCCC2)cc1	-4	-13	/	3	-17	-1.0	0	-4	8	-3
CC1CN(S(=O)(=O)c2cccc(-c3csc(-c4ccccc4)n3)c2)CC(C)O1 (centres undefined)	43	-6	-1	-4	-6	2.8	-1	12	2	0
O=C(Cc1cccs1)NNC(=S)NCc1ccc(Cl)cc1	4	16	/	-2	-10	-0.6	-1	-2	4	2
Cc1cc(C)[n+]2[nH]c(N)c(N=Nc3ccccc3)c2n1	-2	/	12	3	-36	0.2	-2	-2	-3	4
O=Cc1c(NCc2ccco2)nc2ccccn2c1=O	-18	6	5	-13	1	1.8	8	-12	4	-2
Cc1ccc(C)c(S(=O)(=O)N2CCN(C(=O)C(C)Sc3ccccc3)CC2)c1 (centres undefined)	8	-2	2	4	1	-1.0	-1	-13	-6	-4
Cc1cccc(N2CCN(C(=O)CCCn3c(=S)[nH]c4cc5c(cc4c3=O)OCO5)CC2)c1C	34	/	-3	-10	0	-3.6	38	-11	-4	-2
C#CCOCCOCCOCCNc1nc(N2CCN(C(=O)[C@H](CCCCN)n3cc([C@@H](N)CC(N)=O)nn3)CC2)nc(N2CCN(C(=O)[C@H](CCCCN)n3cc([C@@H](N)CC(N)=O)nn3)CC2)n1	-9	16	-2	11	-21	1.2	/	10	-3	1
Cc1ccc(S(=O)(=O)CC(=O)N(CCCN2CCOCC2)c2nc3c(F)cccc3s2)cc1	-12	37	14	-13	12	-1.8	0	-7	1	2
CCOC(=O)C1CCCN(C(=O)c2cc(Nc3ccc(OC)c(OC)c3)nc3ccccc23)C1 (centres undefined)	30	13	5	-5	18	-0.4	/	-9	0	2
NC1=C([N+](=O)[O-])C(c2ccc(F)cc2)C2=C(CCCC2=O)O1 (centres undefined)	-19	20	1	3	10	2.8	-1	-1	0	/
Cc1ccc(S(=O)(=O)NCCCCCC(=O)Nc2cccc(C)c2)cc1	23	-7	-3	-13	-1	-0.8	0	-2	8	-1
CC1CN(C(=O)CSc2nnc(NC(=O)NC(C)(C)C)s2)CC(C)O1 (centres undefined)	-10	0	-1	-12	0	-1.0	1	0	0	4
COCCOC(=O)C1=C(C)Nc2ncnn2C1c1ccccc1 (centres undefined)	-29	/	2	5	2	-0.7	-1	2	0	0
COC(=O)[C@@H]1C[C@@]2(O)[C@H](O)[C@H](O)[C@H](O)C[C@H]2N1Cc1cccc2ccccc12	-27	5	1	-16	-6	0.1	/	0	-3	-1
Nc1nonc1C(=O)NCCNc1ccc([N+](=O)[O-])cc1	-15	/	0	-4	/	-4.8	1	-5	/	-1
O=C(CN1CCCc2ccccc21)N/N=C/c1ccc(O)cc1O	-24	-5	-2	15	2	2.3	0	-2	-1	-1
CCc1nn2cc(C(=O)c3cc(Cl)ccc3O)cnc2c1-c1ccc(F)cc1	-5	4	-2	4	32	-0.7	-3	-4	-12	-3
OCCCN1CCN(CCOc2ccccc2-c2ccccc2)CC1	-16	-1	-1	-16	11	1.7	0	3	-4	-1
COc1cc(/C=N/N=C(\N)c2nonc2N)ccc1O	39	53	18	-5	-19	0.8	0	-2	2	-1
O=[N+]([O-])c1cccc(C2CC(c3ccccc3)=NN2c2ccccc2)c1 (centres undefined)	43	/	0	-12	12	-0.3	12	-6	-3	-6
O=C1NC2(CCCCC2)C(=O)N1CC(=O)N(Cc1ccccc1)c1ccccc1	-33	-2	0	5	10	-0.8	0	-7	-3	-2
C=CCNC(=O)C1CC(=O)N(c2ccc(OCC(=O)N3CCCC3)cc2)C1 (centres undefined)	/	6	0	-23	-22	-0.8	-6	7	5	0
CC1Cc2ccccc2N1C(=O)CN1C(=O)CN(C)C(=O)c2ccccc21 (centres undefined)	1	/	/	-8	5	-2.8	-3	-4	-1	1
CC(=O)NCCn1c(SCc2cc(=O)n3cc(Cl)ccc3n2)nc2ccccc2c1=O	-17	2	1	-13	10	1.6	-2	-9	-4	4
COc1ccccc1NC(=O)Cc1nnc(SCC(=O)Nc2ccccc2F)n1C	-9	7	0	-4	-7	-1.5	-2	-7	2	-2
CC(=O)c1ccc(C(=O)NC2CCCN(Cc3ccccc3F)C2)s1 (centres undefined)	11	-10	1	-4	-5	0.4	1	-16	0	1
Cc1cc(C(=O)NNC(=O)Nc2ccc(Cl)cc2)no1	2	/	-3	-11	/	-0.3	30	-5	/	5
CCOc1cc(C2C3=C(CCCC3=O)N(C)C3=C2C(=O)CCC3)cc(Cl)c1O	11	-9	/	-21	-8	-1.8	-2	-11	6	-2
Fc1ccc(N/N=C/c2ccncc2)c(F)c1	-16	63	18	4	-4	1.2	-5	2	1	-2
CCOC(=O)[C@H]1[C@H]2COc3cc(OC)ccc3[C@@H]2N2C(=O)CN(CC3CCCO3)C(=O)[C@@]12C (some centres undefined)	-20	19	-2	-3	-9	0.1	/	7	4	-6
CCOC(=O)c1cc(-c2ccccc2)nc2nc(N(CC)CC)sc12	/	14	-3	2	2	-0.7	14	-20	-1	0
COC(=O)c1ccc(NC(=O)CN2C(=O)CNC2=O)cc1	-18	-5	0	-14	15	1.4	-9	-6	1	0
CCc1nn(C(C)C(=O)NCc2ccc(Cl)cc2)c(=O)c2cc3occc3n12 (centres undefined)	5	10	-2	-8	12	0.1	-12	-14	-3	-2
Cn1cnnc1SCC(=O)Nc1nc(-c2ccccc2)cs1	-4	7	0	-8	/	0.8	-6	-8	/	-1
COc1cc(C(=O)Nc2ccc(NC(C)=O)cc2)ccc1OCc1ccccc1	78*	-3	-1	1	-5	-1.6	-2	2	8	-1
O=C1CCCC2=C1C(c1ccccc1)CC(=O)N2c1ccc(F)cc1F (centres undefined)	-12	-4	-1	-5	2	0.9	2	-2	-3	-2
Cc1ccc(Cl)cc1N1CCN(C(=O)C2CCN(c3nnc(-n4cccc4)s3)CC2)CC1	66	-15	-3	2	-9	0.8	/	2	3	5
O=C(CC(C(=O)O)c1c[nH]c2ccccc12)c1ccccc1 (centres undefined)	9	1	4	-16	11	0.4	29	1	-3	-3
COc1cccc(-c2cc3nc4c(c(N5CCC6(CC5)OCCO6)n3n2)CCCC4)c1	66	59	-4	0	7	-3.0	-4	-2	9	-2
CCn1cc(C(=O)Nc2ccc(C)cc2[N+](=O)[O-])c(C)n1	-12	/	1	2	-17	0.3	1	-4	-5	0
CN1CCN(C(=O)C2=C[C@H](c3ccc(C(F)(F)F)cc3)C[C@H](OCCCCO)O2)CC1	9	6	-3	4	-17	1.1	/	-1	6	-1
O=C1c2cccc3c(N4CCCCC4)ccc(c23)C(=O)N1c1cccc(O)c1	20	23	12	-1	-10	-2.8	-6	-2	4	2
CC(C)(O)c1cc(=O)sc2nc3ccccc3n12	1	/	/	-18	13	-1.2	0	-1	-2	4

Arranged by molecular weight (rising): some entries from above
SMILES	SR-BI DiI inh	MITF TRPM1 HTS	Wnt act	PvdQ inh	HTR5A inv ctr	CDK5 inh	NSD2 inh	dFosB activator	HTR5A ag ctr	V-ATPase pHluor
CC(C)(O)c1cc(=O)sc2nc3ccccc3n12	1	/	/	-18	13	-1.2	0	-1	-2	4
CCn1cc(C(=O)Nc2ccc(C)cc2[N+](=O)[O-])c(C)n1	-12	/	1	2	-17	0.3	1	-4	-5	0
COC(=O)c1ccc(NC(=O)CN2C(=O)CNC2=O)cc1	-18	-5	0	-14	15	1.4	-9	-6	1	0
O=C(CC(C(=O)O)c1c[nH]c2ccccc12)c1ccccc1 (centres undefined)	9	1	4	-16	11	0.4	29	1	-3	-3
Cn1cnnc1SCC(=O)Nc1nc(-c2ccccc2)cs1	-4	7	0	-8	/	0.8	-6	-8	/	-1
O=C1CCCC2=C1C(c1ccccc1)CC(=O)N2c1ccc(F)cc1F (centres undefined)	-12	-4	-1	-5	2	0.9	2	-2	-3	-2
O=C1c2cccc3c(N4CCCCC4)ccc(c23)C(=O)N1c1cccc(O)c1	20	23	12	-1	-10	-2.8	-6	-2	4	2
CCc1nn(C(C)C(=O)NCc2ccc(Cl)cc2)c(=O)c2cc3occc3n12 (centres undefined)	5	10	-2	-8	12	0.1	-12	-14	-3	-2
COc1cccc(-c2cc3nc4c(c(N5CCC6(CC5)OCCO6)n3n2)CCCC4)c1	66	59	-4	0	7	-3.0	-4	-2	9	-2
CCOC(=O)[C@H]1[C@H]2COc3cc(OC)ccc3[C@@H]2N2C(=O)CN(CC3CCCO3)C(=O)[C@@]12C (some centres undefined)	-20	19	-2	-3	-9	0.1	/	7	4	-6
Cc1ccc(Cl)cc1N1CCN(C(=O)C2CCN(c3nnc(-n4cccc4)s3)CC2)CC1	66	-15	-3	2	-9	0.8	/	2	3	5
